Screens from PubChem.
DUSP3 inh: blocks the human dual specificity phosphatase VHR1. actives 0.7% (n = 50,000). inhibition, % at 20 µM. recombinant VHR phosphatase, colorimetric substrate read-out; in the data active = inhibition above about 60%; also: some results filed as inactive read as strong as hits
Target sequence (P51452 whole entry, looked up): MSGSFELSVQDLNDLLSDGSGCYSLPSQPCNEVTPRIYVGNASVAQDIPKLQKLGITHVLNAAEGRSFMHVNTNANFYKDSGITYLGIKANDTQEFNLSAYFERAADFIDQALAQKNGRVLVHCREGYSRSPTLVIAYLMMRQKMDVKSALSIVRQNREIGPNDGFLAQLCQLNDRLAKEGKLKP
Numbers without * were called inactive. An excerpt; the hit share may differ from the screen's.

SMILES	DUSP3 inh
Brc1ccc(Nc2nc(-c3ccncc3)nc3ccccc23)cc1	-3
COc1ccc(-c2nnc(NC(=O)c3cccs3)s2)cc1	-38
COc1ccccc1C1C(C(C)=O)=C(O)C(=O)N1CCN(C)C (centres undefined)	-4
COc1ccc(C)cc1NS(=O)(=O)c1ccc(NC(C)=O)cc1	-10
CCn1c2ccccc2c2cc(NC(=O)c3ccc(C)c([N+](=O)[O-])c3)ccc21	0
Clc1cc2c(cc1CSc1nc3ccccc3[nH]1)OCO2	-3
CC1CCN(c2cc(N3CCC(C)CC3)c([N+](=O)[O-])cc2/C=C(\C#N)c2nn(-c3ccccc3)c(N)c2C#N)CC1	-23
COc1nccc(NCc2ccccc2)c1C#N	-10
Cc1ccc(-c2csc(NC(=O)c3ccc([N+](=O)[O-])s3)n2)c(C)c1	4
Cc1cc(C=C2C(=O)NC(=S)NC2=O)c(C)n1-c1ccc(N(C)C)cc1	0
CCN(C(=O)c1cc(OC)c(OC)c(OC)c1)c1ccccc1C	-11
Cc1c(OCc2ccc(F)cc2)ccc2c1oc(=O)c1ccccc12	-3
CCOC(=O)C1=C(O)/C(=C/c2ccc(Cl)cc2)SC1=Nc1cccc2ccccc12	5
CC(=O)Nc1nc2ccccc2n1CCCN(C)C	1
COc1ccc(C2=CC(c3cccs3)C=C(c3ccc(OC)cc3)O2)cc1	60*
CCOc1ccc(NC(=O)CSc2nc3ccccc3s2)cc1	-2
COc1ccc(NC(=O)Cc2ccccc2OC)c(OC)c1	-33
O=C(Nc1ccc(Cl)c(Cl)c1)Nc1nnc(Cc2cccc(Br)c2)s1	-6
O=C(Cc1ccc(F)cc1)NCCc1ccccc1	-6
O=C(O)C(Cc1ccccc1)n1c(O)c(/C=C2\C=Nc3ccccc32)sc1=S (centres undefined)	-5
CCCCOc1cc(C)cc2oc(=O)c3c(c12)CCC3	-21
COc1ccc(/C=c2\sc3nnc(-c4ccccc4)n3c2=O)c(OC)c1	-11
Cc1c(CCNC(=O)c2ccccc2F)c2ccccc2n1Cc1ccccc1	-10
Cc1ccc(S(N)(=O)=O)cc1NC(=O)CCCOc1ccc(Cl)cc1Cl	-26
CCOc1cc(/C=C2\SC(=S)N(c3cccc(C)c3C)C2=O)ccc1O	-11
O=C(Nc1ccc([N+](=O)[O-])cc1)C1C2C3CCC(C3)C12 (centres undefined)	84*
CC1CCc2c(sc(NC(=O)c3ccccc3)c2C(N)=O)C1 (centres undefined)	2
O=C(Nc1cc([N+](=O)[O-])ccc1C(=O)Nc1ccncc1)c1ccccc1	5
O=C(/C=C/c1ccc(Cl)cc1)NCC1CCCO1 (centres undefined)	-9
CCOC(=O)c1c(NC(=O)c2ccc(OCC(C)C)cc2)sc(C)c1C	4

Individual results from the list:
Reading of CCOc1ccc(NC(=O)CSc2nc3ccccc3s2)cc1 in DUSP3 inh: -2
Reading of Cc1c(CCNC(=O)c2ccccc2F)c2ccccc2n1Cc1ccccc1 in DUSP3 inh: -10
Reading of O=C(Nc1ccc(Cl)c(Cl)c1)Nc1nnc(Cc2cccc(Br)c2)s1 in DUSP3 inh: -6
Reading of CCCCOc1cc(C)cc2oc(=O)c3c(c12)CCC3 in DUSP3 inh: -21
Reading of Cc1ccc(S(N)(=O)=O)cc1NC(=O)CCCOc1ccc(Cl)cc1Cl in DUSP3 inh: -26

Carrying on.
SMILES	DUSP3 inh
CN(C)/C=N/c1sc2c(c1C#N)CC(C)(C)NC2(C)C	-6
COC(=O)c1cc(C(=O)Nc2ccc(C)c(Cl)c2)cc([N+](=O)[O-])c1	-16
C/C(CC(=O)Nc1ccc(Cl)c(C(F)(F)F)c1)=N\NC(=O)c1cnccn1	22
CCOC(=O)C1CCC(=O)C=C1N1CCOCC1 (centres undefined)	-5
COc1ccc(Oc2c(C(F)(F)F)oc3cc(O)ccc3c2=O)cc1	6
NS(=O)(=O)c1cccc(NC(=O)COc2ccc(Br)cc2)c1	-11
C=CCn1c(SCc2ccc(C(=O)NCCO)cc2)nc2sc(C)c(C)c2c1=O	-6
CCN1C(=O)CC(N2CCC(Cc3ccccc3)CC2)C1=O (centres undefined)	-1
Clc1ccc(N2CCN(N=Cc3c(Cl)cccc3Cl)CC2)cc1	-26
CCOC(=O)COc1ccc(/C=C2/C(=O)NN(c3cccc(Cl)c3)C2=O)cc1OC	-1
O=C(O)C1CCCCC1C(=O)Nc1ccccn1 (centres undefined)	-29
O=C(O)c1cc(O)ccc1-c1ccc(O)cc1	-40
COC(=O)c1c(-c2ccc(C)c(C)c2)csc1N	34
COc1ccc(/C=N/NC(=O)CSc2n[nH]c(=O)[nH]c2=O)cc1	0
CCCC1C(c2ccccc2)NC(c2ccccc2)C(C)C1(C)O (centres undefined)	6
Cc1ccc(C2=CC(c3ccccc3)=N/C(=C(\C#N)C(N)=O)N2)cc1	19
Nc1nonc1C(=O)N=Nc1c(O)[nH]c2ccccc12	-4
c1ccc2cc(OCCCN3CCCC3)ccc2c1	-9
COc1ccc(C(C)=O)cc1CSc1cc(C)c2ccccc2n1	1
O=C(NCCCO)C(=O)NCCc1ccccc1	-22
CC(=O)c1ccc(N/C(=N/S(=O)(=O)c2ccc(Cl)cc2)c2ccccc2)cc1	-10
C=CCN1C(=O)/C(=C\c2ccc(I)o2)C(=O)NC1=S	30
CC1CCN(C(=O)c2ccccc2[N+](=O)[O-])CC1	-15
COc1c(Cl)cc(C(=O)Nc2cc(C)ccn2)cc1Cl	-5
CC(=O)c1cccc(Nc2cc(C)nc3ncnn23)c1	-2
COC(=O)Nc1sc2c(c1C(=O)OC)CCCCC2	87
O=C1NC(=O)N(c2ccc(Cl)cc2)C(=O)/C1=C/c1cccc(C(F)(F)F)c1	-18
CCC(=O)C1=C(N2CCOCC2)CC(C)(C)CC1=O	-6
COc1cccc(-c2nc(-c3cccc([N+](=O)[O-])c3)no2)c1	-1
Cc1ccc2nc(NC(=O)c3ccccc3)sc2c1	-17

Reformatted: entries from further up
SMILES: COC(=O)Nc1sc2c(c1C(=O)OC)CCCCC2
  DUSP3 inh: 87
SMILES: c1ccc2cc(OCCCN3CCCC3)ccc2c1
  DUSP3 inh: -9
SMILES: CC(=O)c1cccc(Nc2cc(C)nc3ncnn23)c1
  DUSP3 inh: -2
SMILES: COc1ccc(C(C)=O)cc1CSc1cc(C)c2ccccc2n1
  DUSP3 inh: 1

The results go on.
SMILES	DUSP3 inh
FC(F)(F)COc1nc(N2CCNCC2)nc(N(c2ccccc2)c2ccccc2)n1	9
CN(c1ccc(C(=O)N2CCCC2)cc1)S(=O)(=O)c1ccccc1	-37
CNc1ccc(SC(F)(F)F)cc1C(=O)c1ccccc1	-9
Cc1cccc(C)c1NC(=O)CSc1nnc(-c2ccco2)n1-c1ccccc1	4
CC(C)NC(=O)c1cccc([N+](=O)[O-])c1	0
O=C(Nc1nncs1)c1cc(-c2ccccc2Cl)nc2ccccc12	0
O=C1C2C3C=CC(C4CC34)C2C(=O)N1c1cccc(Cl)c1 (centres undefined)	2
COc1cccc(N2C(=O)/C(=C/c3cccc4ccccc34)SC2=S)c1	-11
O=C(NCc1ccccc1Cl)c1ccc(I)cc1	2
CC(C)(C)C(=O)Nc1ccc(N2CCOCC2)cc1	-47
CCN=C1SC(CC(=O)Nc2ccccc2C#N)C(=O)N1CC (centres undefined)	-4
Cc1cc(C)c2nc3s/c(=C\c4ccc(Br)cc4)c(=O)n3c2c1	-34
Cc1ccc(OCCOc2ccc(C=O)cc2)cc1C	19
O=c1oc2cc(OCc3ccc(Cl)cc3)ccc2c2c1CCCC2	-1
Cc1ccc(NC2=C(Cl)C(=O)N(c3ccc(Br)cc3)C2=O)c(C)c1	-19
CCOc1ccc(N2C(=O)C3ON(c4ccccc4)C(c4ccc(SC)cc4)C3C2=O)cc1 (centres undefined)	-6
CN(Cc1ccccc1)C(=O)COc1ccc(-c2ccccc2)cc1	7
Cc1ccc(CNC(=O)C(=O)Nc2ccccc2F)cc1	4
O=C(O)C1C(C(=O)Nc2ccccc2F)C2C=CC1C21CC1 (centres undefined)	-24
COc1ccc(/C=C/C(=O)c2ccc([N+](=O)[O-])cc2)cc1	19
O=C(Nc1ccc(Br)cn1)C(c1ccccc1)c1ccccc1	-8
Cc1c(N2C(=O)CSC2c2ccccc2)c(=O)n(-c2ccccc2)n1C (centres undefined)	-9
COc1cc(/C=C2\C(=O)NC(=S)N(c3ccc(F)cc3)C2=O)ccc1OCC(=O)O	13
C=CCc1cc(/C=C2\C(=O)NC(=O)N(c3ccc(Cl)cc3)C2=O)cc(OC)c1OCC(=O)OC	1
COC(=O)c1c(NC(=O)c2cc(OC)c(OC)c(OC)c2)sc2c1C(C(=O)OC)CC2 (centres undefined)	14
CCOC(=O)C(CCCCCOc1ccc(F)cc1)C(=O)OCC	-10
COc1ccc2c(c1)nc(SCC(=O)c1ccc(OC)c(OC)c1)n2Cc1ccccc1	-17
CCOC(=O)c1ccc(N2C(=O)CSC23C(=O)Nc2ccccc23)cc1 (centres undefined)	-7
O=C1NC(c2cccc([N+](=O)[O-])c2)Nc2c1sc(=S)n2-c1ccccc1 (centres undefined)	-35
CCC(C)C(C(=O)Nc1ccc(C(=O)OC)cc1)N1C(=O)c2ccccc2C1=O (centres undefined)	1
Cc1cc(/C=C2/NC(=S)NC2=O)c(C)n1-c1ccc(Br)cc1	-24
CCOC(=O)Cc1csc(NC(=O)c2ccco2)n1	-35
O=C1Nc2ccccc2C1(O)c1c[nH]c2ccccc12 (centres undefined)	-11
COc1cc(CN2CCN(C(=O)c3cc(OC)c(OC)c(OC)c3)CC2)c([N+](=O)[O-])cc1OC	-15
C=C(C)CNC(=S)Nc1ccccn1	3
O=C(CCNc1ccc(I)cc1)c1cccs1	-4
O=C(Nc1cccc(Cl)c1)Nc1nc2ccc(Br)cc2s1	-2
Cc1cccc(NC(=O)c2ccc(C(=O)Nc3cccc(C)c3)nc2)c1	-7
CC(=O)Nc1c(C)c(Br)cc(C(=O)O)c1[N+](=O)[O-]	-5
COc1ccc(C2C(C(=O)/C=C/c3ccccc3)=C(O)C(=O)N2CCCCCC(=O)O)c(OC)c1 (centres undefined)	29
O=Cc1cn(-c2ccccc2)nc1-c1cccs1	5
O=Cc1ccccc1OCc1ccc(F)cc1	4
O=C(O)c1ccc(NCc2cccs2)cc1	19
Cc1cc(NC(=O)CCN2C(=O)/C(=C\c3cccs3)SC2=S)no1	-1
CCOc1cc(C=O)cc(I)c1OCc1ccc([N+](=O)[O-])cc1	-49
CCc1nccn1S(=O)(=O)c1ccc2ccccc2c1	-94
O=C(Cc1nnc(NC(=O)Nc2ccc(Cl)cc2)s1)NCc1ccccc1	-11
Cc1ccc(-c2nnc(NC(=O)Nc3ccc(Cl)c(Cl)c3)s2)cc1	2
CCOc1ccc(C(=O)Nc2cc(-c3nc4ccc(C)cc4o3)ccc2Cl)cc1[N+](=O)[O-]	9
O=C(CSc1nc2ccccc2[nH]1)Nc1ccc(F)c([N+](=O)[O-])c1	-4
CN1C(=O)/C(=C\c2ccc(OS(=O)(=O)c3ccccc3[N+](=O)[O-])cc2)SC1=S	-6
Cc1[nH]oc(=O)c1N=Nc1ccccc1C(F)(F)F	10
O=C(N=Nc1c(O)[nH]c(=O)[nH]c1=O)c1ccc2c(c1)OCO2	-13
CC(=O)NC(CC(C)C)C(=O)NC(=O)NCc1ccccc1 (centres undefined)	-4
O=C(Nc1ccc2c(c1)C(=O)N(c1ccccc1)C2=O)c1ccco1	-8
Cc1ccc(C(=O)ONC(=O)c2ccc(Cl)cc2)cc1[N+](=O)[O-]	-4
Cc1ccc(S(=O)(=O)Nc2ccccc2C=Nc2c(C)n(C)n(-c3ccccc3)c2=O)cc1	-12
COc1ccc(CNCc2cccc(Oc3ccccc3)c2)cc1	4
O=S(=O)(Nc1cccc(F)c1)c1ccc2ccccc2c1	-14
COc1ccc(C2CC(C(F)(F)F)n3ncc(C(=O)N(C)Cc4ccccc4)c3N2)cc1OC (centres undefined)	-7

Brought forward from above: 3 compounds, then new ones.
SMILES	DUSP3 inh
COc1ccc(CNCc2cccc(Oc3ccccc3)c2)cc1	4
O=S(=O)(Nc1cccc(F)c1)c1ccc2ccccc2c1	-14
COc1ccc(C2CC(C(F)(F)F)n3ncc(C(=O)N(C)Cc4ccccc4)c3N2)cc1OC (centres undefined)	-7
C=CCN1Cc2c(sc(C)c2C)N(C(=O)c2ccccc2)C1	-48
CCOc1ccc(-c2c(C)sc(N)c2C(=O)OC(C)C)cc1	14
COc1ccccc1C(=O)N/C(=C/c1ccc(Br)cc1)C(=O)N1CCCC1	3
C[N+]1=C(CC(=O)Nc2ccccc2Cl)c2ccccc2CC1(C)C	-15
O=C(Nc1ccc(O)cc1)c1cccc(N2C(=O)c3cccc([N+](=O)[O-])c3C2=O)c1	4
COc1ccccc1CNS(=O)(=O)c1ccc(C)c([N+](=O)[O-])c1	-4
O=C(Nc1ccc2oc(-c3ccccc3)nc2c1)c1ccc(-c2ccc([N+](=O)[O-])cc2)o1	5
CCOc1ccc(N2C(=O)NC(=O)/C(=C\c3ccc(-c4ccccc4C(=O)O)o3)C2=O)cc1	-2
O=C(CC(c1ccccc1)c1ccccc1O)N1CCNCC1 (centres undefined)	-10
COc1ccc(C2/C(=C(/O)c3ccccc3)C(=O)C(=O)N2c2cccc(Br)c2)cc1 (centres undefined)	-4
COC(=O)C1=C(C(=O)OC)SC(=C2C(=S)C(C)(C)N(C(=O)Cc3ccccc3)c3ccc(OC)cc32)S1	-13
CCOC(=O)C1=CN(c2ccc(OCC)cc2)C=C(C(=O)OCC)C1c1ccccc1OC	-14
Cc1cc(OCC(=O)NN)ccc1Cl	-6
O=C1/C(=C/c2ccco2)SC(=S)N1c1cccc(C(F)(F)F)c1	16
CC1=NN(C(=O)Cc2ccccc2)C(O)(c2ccc(Cl)cc2)C1 (centres undefined)	-5
CCCc1ncc(C(O)c2ccccc2OC)n1C (centres undefined)	-12
